rTrxR1 inhibitor: rat TrxR1 inhibition; recombinant rTrxR1, NADPH fluorescence consumption, selenite substrate; Potency, µM (highest dose often 114 µM), inactives show at the top dose activity change, negative = inhibition, most hits filed as inhibitors; hit rate 1% among 390,000; note: potency is the fitted concentration of half-maximal effect; % is set by controls: 0 for no effect and ±100 for the full control effect; nearly all actives have a fitted effect of over 65% in size
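Rat TrxR1 (90 nM in the dispensed reagent) was pre-reduced with 400 uM NADPH for 5 min at room temperature, then incubated with compound for 15 min. After 400 uM selenite was added, NADPH fluorescence (Ex 340/Em 450 nm) was followed for 8 min.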
LDHA inh: inhibitors of human lactate dehydrogenase A. purified LDHA, NADH/diaphorase-resazurin fluorescence; active compounds read low. activity change, % (values are at about 110 or 230 µM). AID 1347041. P00338. hit rate 0.15% among 480,000; in the data active = activity change below about -30%; inconclusive = mostly about -25% to -30%;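 note: plate controls were DMSO wells for no effect and wells without enzyme for full effect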
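Resorufin fluorescence (ex540/em590), read at 0 and 20 min after diaphorase/resazurin addition, reports the NADH left after a 5 min room-temperature reaction of 2 nM human LDH5 with 0.06 mM NADH and 0.2 mM pyruvate.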
USP1-UAF1 inh: inhibitors of human USP1/UAF1 deubiquitinase | Potency, µM (highest dose often 57.1 µM), inactives show at the top dose activity change, negative = inhibition, most hits filed as inhibitors | hit rate 0.23% among 390,000 | recombinant USP1/UAF1, Ub-Rhodamine cleavage fluorescence | AID 743255; note: potency is the fitted concentration of half-maximal effect; % is set by controls: 0 for no effect and ±100 for the full control effect; nearly all actives have a fitted effect of over 60% in size; inactives centre near -12
Target sequence (O94782 whole entry, looked up): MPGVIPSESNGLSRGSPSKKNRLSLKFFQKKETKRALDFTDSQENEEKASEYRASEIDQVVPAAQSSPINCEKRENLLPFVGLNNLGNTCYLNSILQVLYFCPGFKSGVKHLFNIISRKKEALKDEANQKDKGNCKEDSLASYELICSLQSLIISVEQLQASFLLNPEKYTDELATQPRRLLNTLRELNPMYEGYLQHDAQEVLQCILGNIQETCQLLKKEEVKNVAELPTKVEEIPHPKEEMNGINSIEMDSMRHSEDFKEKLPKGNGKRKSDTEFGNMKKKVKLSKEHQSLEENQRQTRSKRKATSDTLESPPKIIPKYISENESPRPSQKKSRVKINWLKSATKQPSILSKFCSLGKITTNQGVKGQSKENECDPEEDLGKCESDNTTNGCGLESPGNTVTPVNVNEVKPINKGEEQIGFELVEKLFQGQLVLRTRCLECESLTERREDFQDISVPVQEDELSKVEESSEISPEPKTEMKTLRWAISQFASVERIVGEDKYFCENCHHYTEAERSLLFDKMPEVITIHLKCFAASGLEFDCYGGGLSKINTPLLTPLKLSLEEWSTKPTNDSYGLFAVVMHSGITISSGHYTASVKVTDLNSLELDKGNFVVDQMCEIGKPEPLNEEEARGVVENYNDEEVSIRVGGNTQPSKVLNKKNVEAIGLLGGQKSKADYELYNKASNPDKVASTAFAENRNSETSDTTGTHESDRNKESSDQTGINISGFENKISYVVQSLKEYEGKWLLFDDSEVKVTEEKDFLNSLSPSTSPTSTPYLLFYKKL
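High-throughput fluorogenic screen: 1nM USP1/UAF1 complex, Ub-Rho substrate 150nM final, 50mM HEPES pH 7.8 with 0.5mM EDTA, 0.1 mg/ml BSA, 1mM TCEP and 0.01% Tween-20.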
GRP78 ERSR act: inducers of ER stress response in human glioma cells | hit rate 0.02% among 420,000 | Potency, µM, for inactives: at the highest dose activation, usual class: activators | U87-MG GRP78 promoter luciferase reporter, 16 h; note: potency is the fitted concentration of half-maximal effect; series mostly up to about 76 µM; % of control where 0% means no effect; nearly all actives have a fitted effect of over 35% in size
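Stably transfected U87-MG glioma cells carrying a GRP78-based luciferase sensor; 16 h compound incubation. Luminescence end-point read 10 min after Bright-Glo addition at room temperature.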
TrxR1 substrate: is turned over as a substrate by rat TrxR1 | O89049 | purified TrxR1 substrate turnover, NADPH consumption readout | Potency, µM (highest dose often 114 µM), for the others: top-dose activity change, negative = substrate turnover | hit rate 0.01% among 390,000 | AID 588456; note: potency is the fitted concentration of half-maximal effect; % is set by controls: 0 for no effect and ±100 for the full control effect; nearly all actives have a fitted effect of over 50% in size
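Rat TrxR1, dispensed at 90 nM, was prereduced with 400 uM NADPH (final) for 5 min at ~22 deg C, then incubated with compound 15 min before 400 uM selenite. A first-read NADPH fluorescence drop versus no-compound background flagged substrates.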
Vif-APOBEC3G blk: blocks the Vif interaction with human APOBEC3G; Q9HC16; HeLa A3G-eYFP + Vif (tagged APOBEC3G with the HIV-1 protein that degrades it), YFP fluorescence, overnight; Potency, µM (titrated, usually from 46.1 µM), for the others: at the highest dose activity, negative = active, most hits filed as inhibitors; hit rate 0.076% among 410,000;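 note: potency is the fitted concentration of half-maximal effect; % is set by controls: 0 for no effect and ±100 for the full control effect; nearly all actives have a fitted effect of over 60% in size; hits raise eYFP signal because A3G escapes Vif-driven loss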
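HeLa cells stably expressing Vif and C-terminally eYFP-tagged A3G, seeded overnight at 37 deg C, then exposed to compound by pintool overnight at 37 deg C. Rise in yellow fluorescence (Ex 488/Em 500-530, Acumen) marks blocked Vif-driven A3G degradation.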
mIDH1 inhibitor: human IDH1 R132H inhibition | O75874 | IDH1-R132H enzyme, NADPH consumption, diaphorase/resazurin fluorescence | Potency, µM (series often up to 76.6 µM), inactives show at the top dose activity change, negative = inhibition, usual class: inhibitors | hit rate 0.093% among 390,000; note: potency is the fitted concentration of half-maximal effect; % is set by controls: 0 for no effect and ±100 for the full control effect; nearly all actives have a fitted effect of over 65% in size
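IDH1-R132H (0.5 ug/mL) preincubated 30 min with compound, then NADPH (0.016 mM) and alpha-KG (2 mM) added; 80 min at RT, pH 7.5. Remaining NADPH coupled via diaphorase/resazurin to fluorescence (540/590 nm); concentration-response curves normalized to no-enzyme control.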
Vif-APOBEC3F blk: Vif-A3F binding inhibition; AID 602313; HeLa A3F-eYFP + Vif (tagged APOBEC3F with the HIV-1 protein that degrades it), YFP fluorescence increase; hit rate 0.2% among 390,000; Potency, µM (highest dose often 46.1 µM), for inactives: at the highest dose activity, negative = active; note: potency is the fitted concentration of half-maximal effect; % of control where 0% means no effect; nearly all actives have a fitted effect of over 65% in size
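Fluorescence increase (Ex 488/Em 500-530) after overnight compound treatment at 37 deg C flags inhibition of Vif-driven A3F-eYFP loss in stable HeLa A3F-eYFP/Vif cells seeded overnight beforehand.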
RGS4 inh: blocks human RGS4-accelerated GTP hydrolysis. P49798. hit rate 0.039% among 390,000. AID 504845. Potency, µM (top dose mostly 114 µM), without a hit: at the top dose activity change, negative = inhibition, hits mostly inhibitors. Transcreener GDP fluorescence polarization, RGS4-accelerated GTP hydrolysis; note: potency is the fitted concentration of half-maximal effect; % is set by controls: 0 for no effect and ±100 for the full control effect; nearly all actives have a fitted effect of over 75% in size; some results filed as inactive show a strong effect at the top dose
Target sequence (P49798 whole entry, looked up): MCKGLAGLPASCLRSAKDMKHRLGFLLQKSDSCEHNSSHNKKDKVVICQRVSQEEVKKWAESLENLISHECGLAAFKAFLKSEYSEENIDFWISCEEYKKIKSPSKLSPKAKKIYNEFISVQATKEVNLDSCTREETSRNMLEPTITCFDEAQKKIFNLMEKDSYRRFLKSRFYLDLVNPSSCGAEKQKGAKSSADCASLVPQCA
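MLSMR compounds (23 nl, pin-transferred) preincubated 10 min at room temperature with a 500nM (2x) first reagent, then RGS4 at 900nM (2x) plus Transcreener GDP mix added; fluorescence polarization (620/688 nm) read before and after 90 min at 30 °C.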
Active calls of the source: *; ? = inconclusive; . = no result given; & = joins results of further samples; ! = not confirmed by another sample; [ ] = dose if it differs, or a comment. Unless noted, calls come from the whole dose curve; as a rule, active = well fitted curve in the direction sought with a large enough effect; inconclusive = small, poorly fitted or top-dose-only effect, or another doubt; inactive = no such curve, though single readings can be large; an effect the other way counts as inactive or inconclusive. A portion of the library; the hit share may differ from the screen's.

Compound | rTrxR1 inhibitor | LDHA inh | USP1-UAF1 inh | GRP78 ERSR act | TrxR1 substrate | Vif-APOBEC3G blk | mIDH1 inhibitor | Vif-APOBEC3F blk | RGS4 inh
O=C(NCCCN1CCOCC1)c1ccc(S(=O)(=O)Nc2ccccc2F)cc1 | 9% | -5 | -7% | -4% | 3% | -5% | 7% | 5% | 29%
O=C(CSc1nnc(-c2cccs2)n1Cc1ccco1)Nc1ccc2c(c1)OCO2 | -9% | 2 | -14% | -3% | -3% | -2% | 1% | 1% | 9%
C=CCn1c(SCc2nc3scc(-c4ccccc4)c3c(=O)[nH]2)nnc1-c1ccccc1F | -11% | -6 | -17% | -3% | -9% | 0% | 3% | -3% | -13%
O=S(=O)(NCC1CCCO1)c1ccccc1 (stereo not drawn) | 20% | 1 | -18% | -2% | 4% | -8% | 6% | -10% | -20%
C[n+]1ccccc1/C=N/O | -13%&-2% | -5&-16 | ? | -3%&-6%&-4% | -13%&-5% | -2%&-1% | 8%&-4% | -9%&-1% | -9%&-3%
CC(C)CN(C)C(=O)CC1C(=O)NCCN1C (stereo not drawn) | 9%[57.1 µM] | -3 | -6% | -3% | 11%[57.1 µM] | -4% | 3% | 1% | -20%
Cn1c(=O)c2[nH]c(C3CC4CCC3C4)nc2n(C)c1=O (stereo not drawn) | 13%[11.4 µM] | -6 | -5% | -1% | 10%[57.1 µM] | 0% | 4% | 4% | -8%
Cc1ccc2c(c1)C(c1ccc(F)cc1)N(C(=O)COc1ccc(Cl)cc1Cl)CC(=O)N2 (stereo not drawn) | 27% | 0 | -25% | -5% | 8%[2.29 µM] | -1% | 10% | 2% | -11%
COCc1c(C(=O)OCC(=O)Nc2ccc(OC(F)F)cc2)oc2ccccc12 | 28% | -14 | -17% | -4% | -1% | 0% | -14% | 1% | 6%
CC1CCN(C(=O)C(C)Sc2nc(-c3ccccc3)cc(C(F)(F)F)n2)CC1 (stereo not drawn) | -23%&1% | 3&-1 | -17%&-26% | -4%&-10% | -16%&-10% | 20µM*! | 1%&0% | -4%&3% | 12%&-7%
Cc1cccc(CSc2nc3cccnc3n2Cc2ccc(C(=O)NCc3ccco3)cc2)c1 | ? | 2 | -14% | -1% | 4% | 4% | -10% | 0% | -23%
Cc1cccc(C(=O)NCC(=O)Nc2ccncc2)c1 | 23%[57.1 µM] | -1 | ? | -3% | 14%[57.1 µM] | -3% | 3% | -4% | -6%
CC(C)C[C@@H](CO)N1CCN(Cc2ccccc2)CCC1=O | ? | -14 | 12% | -5%&-4%&-1% | -1%&8%&2% | 0%&-2%&-1% | -8% | -8% | -24%
CCc1cccc(N2C(=O)CS(=O)(=O)C23C(=O)N(Cc2ccccc2)c2ccc(C)cc23)c1 (stereo not drawn) | 24% | 1 | -24% | -2% | -2% | -2% | -6% | -11% | 5%
COc1ccc(S(=O)(=O)N2CCCCCC2)cc1C(=O)NC1(C)CCS(=O)(=O)C1 (stereo not drawn) | 22% | -5 | -22% | -1% | 10% | 6% | 5% | -2% | 18%
CCCn1nc(NC(=O)C2CCCO2)c2cc3ccc(C)cc3nc21 (stereo not drawn) | 19% | 5 | -14% | 0% | 26% | -1% | 0% | 6% | 6%
COC(=O)[C@@H](NCc1cccc(CN[C@H](C(=O)OC)C(C)C)c1)C(C)C | 14% | -17 | -22% | -4% | 8%[57.1 µM] | 4% | -8% | 4% | -5%
Cc1nc2ccccc2c2c1CC(C(C)(Cl)Br)O2 (stereo not drawn) | 17% | 1 | -15% | -4% | 6% | 0% | 8% | -10% | 29%
CC(=NNC(=S)N1CCCCC1)c1cccc(C)n1 | ? | -8 | -17% | -1% | 4% | -11% | 4% | 4% | -26%
O=C(Nc1ccccc1)C(=O)Nc1cccnc1 | 4%[57.1 µM] | -4 | -17% | -10% | 7%[57.1 µM] | 1% | 4% | 7% | 0%
COc1ccc(CC(=O)Nc2ccc(-c3nc4ccccc4s3)c(C)c2)cc1OC | 12%[57.1 µM] | -4 | -1% | 3% | 3%[57.1 µM] | -5% | 2% | -10% | 30%
Cc1nnc(NC(=O)CSc2nc3ccccc3o2)s1 | 29% | -12 | ? | 0% | 17% | -3% | 3% | -3% | 10%
Cc1ccc(Sc2ncnc(N)c2[N+](=O)[O-])cc1 | -16% | -9 | 5% | -3% | -9% | 0% | 1% | -10% | 1%
COc1cccc(NC(=S)N(Cc2ccccn2)Cc2ccccc2Cl)c1 | 11%[57.1 µM] | -2 | -10% | -1% | 7%[57.1 µM] | 0% | -6% | -4% | 6%
CCCCOc1ccc(/C=N/NC(=O)c2csc(C)c2C)cc1 | 2%[57.1 µM] | -5 | -11% | 1% | -3%[57.1 µM] | -1% | 2% | 3% | -11%
CCn1c(SCC(=O)NC2CC2)nnc1-c1cccc(OC)c1 | 1% | -3 | 1% | -4% | -2% | 0% | 0% | 5% | 15%
Cc1c(Cl)cccc1Nc1nc(N)nc(CSc2nc3ccccc3s2)n1 | 12%&0% | -16&2 | -6%&-20% | -1%&-5% | 6%&3% | -1%&-6% | 0%&5% | 1%&3% | 3%&-35%
COC(=O)CN1C(C)=Nc2ccc(C)cc2C1c1ccccc1 (stereo not drawn) | -5%[57.1 µM] | -10 | 4% | -1% | 3%[57.1 µM] | 4% | -7% | 4% | 1%
Cc1cc(C)c(C#N)c(Sc2ccc(N)cc2)n1 | -11% | 0 | -8% | -5% | -14% | -8% | 3% | 3% | ?
COC(=O)c1ccccc1N=C(SC)N(C)C | -18% | -3 | -9% | -2% | 10% | 1% | 5% | -1% | -39%
O=c1cc(-c2ccccc2)c2ccc(O)c(CN3CCCCC3)c2o1 | 8% | 0 | -18% | -2% | 24% | -5% | 1% | -21% | -30%
COc1ccc(Nc2nccc3c2ncn3C)cc1 | 19%[57.1 µM] | -3 | -2% | -13% | 7%[57.1 µM] | -1% | 27% | -1% | -4%
CCn1c(=O)c2cc(S(=O)(=O)NCc3ccccc3)ccc2n(CC)c1=O | 19% | 4 | -9% | -2% | 8% | ? | 2% | -10% | -3%
O=C(COC(=O)CCC(=O)c1ccc(F)cc1)Nc1ccc(N2CCOCC2)cc1 | 13%[57.1 µM] | 2 | -23% | 0% | 14%[57.1 µM] | -2% | 2% | -9% | -6%
COC(=O)c1cc2oc3ccccc3c2n1Cc1cc(C)ccc1C | -7% | -6 | -10% | . | -7% | . | . | . | 8%
Cc1cc(-c2ccc(C)c(S(=O)(=O)NCCCN3CCN(c4ccccc4)CC3)c2)on1 | 35% | 1 | -23% | -6% | 3% | 1% | -5% | -11% | 2%
O=C(Nc1nc2c(F)cccc2s1)c1ccc(S(=O)(=O)N2CCOCC2)cc1 | 29%[57.1 µM] | -6 | -24% | -1% | 10%[57.1 µM] | -2% | 24% | 0% | 9%
Cc1ccsc1/C=C/C(=O)O | 8% | -5 | -21% | -2% | 6%[57.1 µM] | -5% | 3% | -13% | 10%
COc1ccccc1CNC(=O)CCCC(=O)n1ncc2cc(C)ccc21 | 17%[57.1 µM] | -2 | -12% | -2% | 14%[57.1 µM] | 1% | -15% | -14% | 19%
Cc1ccc(S(=O)(=O)N2C[C@H]3[C@H]4C(=O)N(c5ccccc5)C(=O)[C@H]4C[C@H](OC(=O)NCc4ccccc4)[C@@]3(O)C2)cc1 | . | 2 | -23% | -3% | . | -1% | 0% | 7% | .
Cc1cc(NC(=O)CSc2nc3ccsc3c(=O)n2Cc2ccccn2)n[nH]1 | 8% | -6 | -5% | 5% | -9% | -6% | -2% | -8% | 34%
COc1ccc(/C=C/C(=O)Nc2ccc3nc4c(c(Nc5ccc(OC)c(OC)c5)c3c2)CCCC4)cc1 | 16% | 8 | -16% | -10% | -5% | -3% | 4% | 6% | ?
CC(C)(C)n1ncc2c(=O)n(Cc3ccc(F)c(C(F)(F)F)c3)cnc21 | 9% | . | . | 2% | -6% | -1% | . | . | .
N#Cc1cc(NCC2CCCO2)c([N+](=O)[O-])cc1C#N (stereo not drawn) | -13% | -4 | -8% | -4% | -13% | -5% | 7% | -4% | 18%
COc1ccc(C(OC(=O)c2ccco2)C(=O)NC2CCCCC2)cc1OC (stereo not drawn) | 14%[57.1 µM] | -8 | 0% | -5% | -1%[57.1 µM] | 2% | -1% | 0% | 21%
Cc1cc(C(=O)CSc2nnnn2C)c(C)n1C1CC1 | -6%[57.1 µM] | -6 | -15% | -4% | 1%[57.1 µM] | -3% | -1% | -5% | -2%
CCc1sc(C(=O)Nc2nccs2)cc1C | 28%[57.1 µM] | -2 | -6% | -7% | -1% | 6% | -6% | -18% | 3%
CC(=O)c1cc2c(cc1NC(=O)c1cnn(-c3ccc(C)cc3)c1-n1cccc1)OCO2 | -15% | -8 | 2% | -4% | -11% | 0% | 20% | 2% | 16%
NC(=O)C1CC(=O)N(c2ccc(OCC(=O)Nc3cccc(C(F)(F)F)c3)cc2)C1 (stereo not drawn) | -6% | -5 | 4% | -9% | -12% | 4% | 1% | 3% | 10%
Cc1cccc(N=Nc2c(O)[nH]c3ccc(F)cc23)c1 | 13%[57.1 µM] | 2 | 32%[activator] | -4% | 1%[57.1 µM] | 0% | -1% | ? | -4%

Screening results (PubChem)
